Source: PubChem BioAssay (National Center for Advancing Translational Sciences (NCATS))
HTT ATP protect: cytoprotection in Huntington HTT-Q103 PC12 cell model; PC12 HTT-Q103 induced, cytoprotection, ATP luminescence, 40 h; Potency, µM (series often up to 56.4 µM), for the others: cytoprotection (ATP increase), actives largely listed as activators; actives 0.14% (n = 230,000); AID 1471;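 also: potency is read from the fitted curve at half-maximal effect; % of control where 0% means no effect; nearly all actives have a fitted effect of over 45% in size; toxic huntingtin expression switched on by the ecdysone agonist tebufenozide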
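PC12 cells with ecdysone-inducible HTT exon 1 Q103-GFP, induced with 100 nM tebufenozide and co-treated with library compounds in a dose series (1536-well, 1500 cells/well). Cytoprotection read as ATP content by ATPlite luminescence.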
GAA spleen mod: lysosomal alpha-glucosidase (human) modulation. human spleen homogenate, 4-MU-alpha-glucoside fluorescence. Potency, µM (titrated, usually from 79.9 µM), without a hit: at the top dose activity change, negative = inhibition, most hits filed as inhibitors. actives 0.006% (n = 240,000). AID 2112;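 also: potency is read from the fitted curve at half-maximal effect; 0% = enzyme with vehicle and -100% = no enzyme basal signal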
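Human spleen homogenate (1 ug) incubated with compounds and 1 mM 4-methylumbelliferyl-alpha-D-glucopyranoside in pH 5.0 citrate/phosphate buffer, 37 C, 40 min. Stopped at pH 10; 4-MU fluorescence (Ex 365/Em 440 nm); AC50 by Hill fit.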
CBFb-RUNX1 inh: blocks binding between human CBF-beta and RUNX1. AlphaScreen CBFb-His/RUNX1-biotin binding, biochemical. Potency, µM (series often up to 59.8 µM), for the others: at the highest dose activity, negative = inhibition, usual class: inhibitors. 230,000 tested, under 10 active. AID 1477; also: % of control where 0% means no effect
Target sequence (Q01196 whole entry, looked up): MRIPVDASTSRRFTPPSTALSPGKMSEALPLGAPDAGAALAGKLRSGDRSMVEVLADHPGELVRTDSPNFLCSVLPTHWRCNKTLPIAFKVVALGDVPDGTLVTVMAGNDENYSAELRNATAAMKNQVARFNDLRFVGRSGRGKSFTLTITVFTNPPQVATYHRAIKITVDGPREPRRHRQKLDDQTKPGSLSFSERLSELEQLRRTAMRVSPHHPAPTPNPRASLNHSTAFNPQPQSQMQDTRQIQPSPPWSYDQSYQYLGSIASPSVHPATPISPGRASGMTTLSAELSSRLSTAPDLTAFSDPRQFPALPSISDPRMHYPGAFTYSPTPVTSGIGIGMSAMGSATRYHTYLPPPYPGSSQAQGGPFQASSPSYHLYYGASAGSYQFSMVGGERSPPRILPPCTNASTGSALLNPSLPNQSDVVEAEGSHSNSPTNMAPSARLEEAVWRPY
Target sequence (Q13951 whole entry, looked up): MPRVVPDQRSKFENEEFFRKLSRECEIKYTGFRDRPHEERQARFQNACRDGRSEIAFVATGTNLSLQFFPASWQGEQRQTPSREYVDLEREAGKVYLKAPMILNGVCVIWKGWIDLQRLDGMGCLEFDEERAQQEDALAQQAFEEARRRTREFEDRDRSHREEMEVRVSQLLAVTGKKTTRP
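Inhibition was taken as any reduction in AlphaScreen signal from the CBF-beta–RUNX1 pair (His and biotin tags, 30 nM each), measured after compound (15 min) and bead (90 min) incubations at room temperature.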
Lamin A splicing: LMNA splicing modulation; actives 0.01% (n = 200,000); Potency, µM (titrated, usually from 46.1 µM), for inactives: at the highest dose ratio change, negative = inhibition, hits mostly inhibitors; AID 1487; HeLa LMNA splicing GFP/RFP minigene ratio, 48 h; active = well fitted inhibition curve with a large enough effect in the signal ratio, with a control signal flat, not every such curve was filed as active; inconclusive = small, poorly fitted or top-dose-only effect, or effect the other way, or a change in a side signal; the % refers to the signal ratio; also: potency is read from the fitted curve at half-maximal effect; % is scaled to controls: 0 for no effect and ±100 for the full control effect
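Read-out is the ratio of GFP to DsRed2 object intensity, acquired by 488 nm laser-scanning cytometry on HeLa lamin A-EGFP minigene reporter cells. Compound incubation 48 hrs at 37 °C in Opti-MEM with 2% FBS; DMSO 0.5% final.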
GAA inh: inhibitors of human lysosomal alpha-glucosidase. actives 0.005% (n = 200,000). P10253. Potency, µM (series often up to 76.9 µM), for inactives: at the highest dose activity change, negative = inhibition, most hits filed as inhibitors. purified human GAA, 4-MU-alpha-glucoside fluorescence. AID 1466;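 also: potency is read from the fitted curve at half-maximal effect; plate controls were uninhibited enzyme wells for no effect and no-enzyme background for full effect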
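Human alpha-glucosidase, 4 nM, pre-mixed with test compounds before 400 uM 4-methylumbelliferyl substrate; 20 min room temperature at pH 5.0. Fluorescence read after pH 10 stop; AC50 values from Hill-equation fits.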
GAA glycogen: GAA glycogen-cleavage inhibition or activation; recombinant GAA, glycogen substrate, Amplex Red glucose oxidase fluorescence; Potency, µM (highest dose often 76.4 µM), without a hit: at the highest dose activity change, negative = inhibition, most hits filed as inhibitors; actives 0.38% (n = 300,000); AID 2100;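 also: potency is read from the fitted curve at half-maximal effect; 0% = full enzyme reaction and -100% = no-enzyme basal signal; the screen sought inhibitors and activators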
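Recombinant human alpha-glucosidase (4 nM final) hydrolysed bovine liver glycogen (30 ug) for 40 min at 37 C in pH 5.0 citrate/phosphate with 0.01% Tween-20. Released glucose detected by glucose oxidase/Amplex Red, Ex 573/Em 610 nm. Compounds up to 77 uM; AC50 from Hill fits.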
HttQ103 aggreg: mutant huntingtin aggregation inhibition; PC12 HttQ103-GFP aggregates, Acumen cytometry, 40 h; actives 1.1% (n = 220,000); Potency, µM (titrated, usually from 46.1 µM), for inactives: at the highest dose activity change, negative = inhibition, usual class: inhibitors; also: potency is read from the fitted curve at half-maximal effect; % is scaled to controls: 0 for no effect and ±100 for the full control effect; nearly all actives have a fitted effect of over 60% in size
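Quantitative HTS on tebufenozide-induced (100 nM) PC12 cells stably expressing polyQ103 Huntingtin exon 1–GFP. Reduction of bright GFP aggregates, detected by laser scanning cytometry after lysis, identified actives across the titration.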
* hit, by the source's call; ? = inconclusive; . = no result given; & = joins results of further samples; [ ] = another dose, or the depositor's remark. Unless noted, calls follow the shape of the dose curve; as a rule, active = well fitted curve in the direction sought with a large enough effect; inconclusive = small, poorly fitted or top-dose-only effect, or another doubt; inactive = no such curve, though single readings can be large; an effect the other way counts as inactive or inconclusive.

Sample of the layout, two compounds:
entry | compound | HTT ATP protect | GAA spleen mod | CBFb-RUNX1 inh | Lamin A splicing | GAA inh | GAA glycogen | HttQ103 aggreg
1 | CC(C)C(OC(=O)c1cccs1)C(=O)NCc1ccccc1 (stereo not drawn) | 5%[10 µM] | 4% | 5% | . | -5% | 12% | 10%[9.22 µM]
2 | Cc1cc(C)nc(N(C#N)Cc2ccccc2C)n1 | -16%[10 µM] | -14% | 3% | . | 2% | -6% | 0%[9.22 µM]

The list itself, from the first entry:
entry | compound | HTT ATP protect | GAA spleen mod | CBFb-RUNX1 inh | Lamin A splicing | GAA inh | GAA glycogen | HttQ103 aggreg
1 | CC(C)C(OC(=O)c1cccs1)C(=O)NCc1ccccc1 (stereo not drawn) | 5%[10 µM] | 4% | 5% | . | -5% | 12% | 10%[9.22 µM]
2 | Cc1cc(C)nc(N(C#N)Cc2ccccc2C)n1 | -16%[10 µM] | -14% | 3% | . | 2% | -6% | 0%[9.22 µM]
3 | C/C(=N\O)c1ncc(C(F)(F)F)cc1Cl | ? | 5% | -1% | . | -4% | -6% | 0%
4 | COc1ccccc1NC(=O)N1CCCC(c2nc3c(nnn3Cc3ccc(C)cc3)c(=O)[nH]2)C1 (stereo not drawn) | -37% | 1% | -6% | 8% | -5% | -8% | 12%
5 | CCCC(=O)N(c1ccc(F)cc1)C1C=CS(=O)(=O)C1 (stereo not drawn) | 17% | 3% | -1% | 8% | -9% | 7% | 3%
6 | Cc1cccc(C)c1NC(=O)CS(=O)CC(=O)NC1CCN(Cc2ccccc2)CC1 (stereo not drawn) | 4% | -1% | -2% | ? | 0% | 9% | -13%
7 | O=C(Nc1ccccc1C(=O)Nc1ccccn1)c1ccc([N+](=O)[O-])cc1 | -26%[1.9 µM] | 6% | -2% | ? | 6% | 16% | 5%[9.22 µM]
8 | NC(=O)c1ccc[n+](CCC[n+]2cccc(C(N)=O)c2)c1 | 19%[10 µM] | 5% | -3% | 1%[46 µM] | 3% | 9% | 0%
9 | COc1ccc(NC(=O)COc2cccnc2[N+](=O)[O-])cc1OC | . | -3% | -3% | . | -2% | 0% | ?
10 | CCCn1cnc2cc(NCc3cccs3)ccc21 | -7%[10 µM] | -13% | 1% | . | . | -20% | -16%[9.22 µM]
11 | COc1cc(CO)ccc1Oc1nnnn1-c1ccc(C(N)=O)cc1 | -3% | -2% | -2% | 4% | 1% | 1% | -26%
12 | Cc1c(C(=O)N2CC(C)OC(C)C2)sc2nc(-c3ccc(F)cc3)cn12 (stereo not drawn) | 7% | -3% | -1% | 2% | 3% | 6% | 13%
13 | O=C(Nc1ccccc1-c1nc2ccccc2s1)c1cccnc1Cl | -25% | 0% | 7% | 0% | ? | 9% | -22%
14 | Clc1ccc(-c2nnc(-c3ccccc3)c(N3CCSCC3)n2)cc1 | -57%[inhibitor] | -4% | 0% | -15% | -5% | 2% | -6%
15 | Cc1cc(C)cc(NC(=S)NCCSc2ccc(Cl)cc2)c1 | 21%[10 µM] | 2% | 9% | ? | 5% | 1% | ?
16 | COc1ccc2cc3c(N)nn(C(=O)c4cccc([N+](=O)[O-])c4)c3nc2c1 | 3%[10 µM] | -3% | 4% | 0% | 5% | 12% | 3.5µM*
17 | COc1ccccc1-n1cnnc1SCC(=O)NC1CCS(=O)(=O)C1 (stereo not drawn) | -8% | -8% | 4% | ? | 1% | 3% | -23%
18 | Cc1cccc(C(=O)NC(C(=O)Nc2ccccc2N2CCOCC2)C(C)C)c1 (stereo not drawn) | -8%[10 µM] | 0% | 5% | -22%[46 µM] | 1% | -1% | 8%
19 | Cc1[nH]c2ccccc2c1C(=O)CSc1nccc(=O)[nH]1 | -1%[10 µM] | -1% | 2% | . | . | 2% | -7%[9.22 µM]
20 | COc1ccc(C(OC(=O)c2ccco2)C(=O)NC2CCCCC2)cc1 (stereo not drawn) | 12%[10 µM] | -5% | -3% | -6% | -3% | 7% | ?
21 | CCOCCCNC(=O)C1CCCN1C(=O)Nc1ccccc1[N+](=O)[O-] (stereo not drawn) | 1%[10 µM] | 4% | 4% | . | 9% | -1% | 2%[9.22 µM]
22 | Cc1cccc(C(=O)NCc2nnc(SCC(=O)NC(C)c3ccccc3)n2C)c1 (stereo not drawn) | . | 4% | -3% | ? | -6% | -2% | -8%
23 | C=CCN1C(=O)CSc2ccc(C(=O)N3CCC(C)CC3)cc21 | -19% | -3% | 13% | -9% | 11% | 6% | 5%
24 | CCOc1ccc(OCCC(=O)Nc2ccc(F)cc2C)cc1 | -57%[inhibitor] | 13% | -1% | 4%[46 µM] | 4% | -8% | -6%
25 | Cc1ccc(-c2noc(CCC(=O)Nc3cccc(C#N)c3)n2)cc1 | -6% | -1% | 14% | 5% | ? | -12% | -3%
26 | COc1cc(C(CCN2CCOCC2)c2c(OC)cc(OC)c3c2OC(=O)CC3c2ccc(N(C)C)cc2)cc(OC)c1OC (stereo not drawn) | -4%[10 µM] | 2%&1% | ? | . | . | -21% | -12%[9.22 µM]
27 | Cc1ccc(/C=N/c2sc3c(c2C#N)CCC3)o1 | 13% | 8% | -12% | 6% | 7% | 22µM* | 8%
28 | CC(=O)Nc1ccc(C2C(=O)c3ccccc3C2=O)cc1 | -13%[10 µM] | -8% | -4% | . | . | -27% | 23%[9.22 µM]
29 | COc1ccc(-n2cc(CNCC3CC(=O)N(C4CC4)C3)c(-c3ccccc3Cl)n2)cc1 (stereo not drawn) | -6%[10 µM] | 1% | 17% | . | 10% | 10% | 4%[9.22 µM]
30 | CSc1nsc(SC)c1NC(=O)OCC1CCCO1 (stereo not drawn) | -1% | -6% | 7% | 1% | -13% | 7% | -9%
31 | CCn1cc(CNC(=O)CC2C(=O)NCCN2CC(c2ccccc2)c2ccccc2)cn1 (stereo not drawn) | 17%[10 µM] | -4% | 16% | . | . | -8% | 1%[9.22 µM]
32 | COC(=O)c1nnn(CC(=O)Nc2cccc(Cl)c2)c1C(=O)OC | 10% | -3% | 8% | 5% | -3% | 1% | 23%
33 | CCOC(=O)c1c(/N=C/N(C)C)sc2c1CCC2 | -19%[0.074 µM] | -7% | -2% | -1% | ? | 8% | 8%
34 | Cc1cccc2c(SCC(=O)NCC3CCCO3)nc(-c3ccc(F)cc3)nc12 (stereo not drawn) | -23% | -8% | 8% | 5% | 0% | 7% | 13%
35 | c1nc(N2CCCCCC2)c2[nH]cnc2n1 | -11%[10 µM] | -2% | 8% | ? | 2% | 5% | ?
36 | CC(C)(O)C#Cc1ccc(C(=O)NC2CCCCC2)s1 | -56%[inhibitor] | -3% | -2% | -13%[46 µM] | 6% | 10% | -2%
37 | Cc1ccc(-c2nnn(CC(=O)N(c3ccccc3)C(C(=O)NCC3CCCO3)c3ccc(F)cc3)n2)o1 (stereo not drawn) | -18% | 4% | -1% | . | 4% | -2% | 15%
38 | CC(C)(C)c1ccc(C(=O)NCC(=O)N/N=C/c2ccccc2OCC(=O)O)cc1 | -21% | 3% | 4% | 8%[46 µM] | 3% | 15% | 3%
39 | Cc1ccn2c(Nc3ccc4c(c3)OCO4)c(-c3ccccn3)nc2c1 | -21%[10 µM] | 8% | 0% | ? | -3% | ? | -18%
40 | CCCn1c(C)cc(C(=O)COc2ccc(-c3nnco3)cc2)c1C | -79%[inhibitor] | -4% | -9% | . | ? | -6% | -26%
41 | O=C(Cc1cccs1)NNC(=S)NC(=O)c1ccco1 | -26% | . | -5% | . | -2% | ? | ?
42 | CC(C)(C)NS(=O)(=O)c1ccc2nc(NC(=O)c3ccc(N4C(=O)CCC4=O)cc3)sc2c1 | 8%[10 µM] | 1% | 4% | 22%[46 µM] | -5% | -1% | 7%
43 | CCOc1ccc(C(=O)NCC(=O)OCc2cc(C(C)=O)ccc2OC)cc1 | 31%[10 µM] | -7% | 0% | -17% | 1% | 1% | ?
44 | N#Cc1ccc(/C=C/C(=O)c2ccccc2)cc1 | -4%[10 µM] | -2% | 0% | ? | -5% | 5% | -8%[9.22 µM]
45 | O=c1c2ccccc2sn1-c1ccc(S(=O)(=O)N2CCCC2)cc1 | 14%[10 µM] | -3% | -1% | -2% | ? | 8% | 16%
46 | CC(=O)NNC1=Nc2ccccc2N(C)C(C)C1 (stereo not drawn) | . | -2% | 1% | -9% | -7% | -2% | 0%
47 | COc1ccc(C(=O)/C=C2\Sc3ccccc3N2C)cc1 | -31%[10 µM] | -13% | 22% | 4%[46 µM] | -3% | -7% | -14%[9.22 µM]
48 | Cc1cc(-c2n[nH]c(=S)n2Cc2ccco2)n(C)n1 | -8%[10 µM] | -1% | -5% | -7% | 5% | -5% | -20%
49 | FC(F)(F)c1cccc(NC(=S)N2CCCCCC2)c1 | . | -15% | 15% | . | -2% | 9% | -15%
50 | O=C(NC(=S)N1CCN(c2nc(-c3ccccc3)cs2)CC1)c1cccnc1 | . | -12% | -11% | ? | 0% | 11% | 7%
51 | C/C(=N\O)c1cc(Cl)ccc1O | 13%[10 µM] | -6% | -2% | . | 1%[15.4 µM] | 1% | -2%[9.22 µM]
52 | C(=N\n1cnnc1)/c1cn(-c2cccs2)nc1-c1ccccc1 | 7% | 1% | 0% | ? | 1% | -6% | -28%
53 | O=C(CSc1nnnn1-c1ccc2c(c1)CCC2)Nc1ccc2c(c1)OCCO2 | 0%[10 µM] | 6% | -2% | ? | 0% | 2% | 16%
54 | CCOC(=O)NC(CC(=O)O)c1ccc(OCC)cc1 (stereo not drawn) | 8% | -10% | 1% | 8% | 3% | 1% | -3%
55 | Cc1ccc(C)c(S(=O)(=O)Nc2nc3ccc(S(N)(=O)=O)cc3s2)c1 | -12% | 0% | -6% | . | -4% | -2% | 3%
56 | Cc1ccc(C(O)(C(=O)NNc2ccccn2)c2ccc(C)cc2)cc1 | 2%[10 µM] | -6% | -3% | . | -11% | 5µM* | 17%[9.22 µM]
57 | CCC1(C)CC(=O)NC1=O (stereo not drawn) | -55%[inhibitor] | -6%&2% | 11%&7% | -15% | . | . | .
58 | COc1cccc(NC(=O)Nc2nnc(N3C(C)CCCC3C)s2)c1 (stereo not drawn) | -11%[10 µM] | 8% | -5% | . | . | 0% | -24%[9.22 µM]
59 | COC(=O)C1=C(SC)N(c2ccccc2)C(c2ccccc2)CC1=O (stereo not drawn) | . | 0% | 9% | 7% | -5% | 0% | 14%
